UDG counter: blocks uracil-DNA glycosylase in AID counter-screen; FRET deamination/UDG coupled assay, UDG read, 4 h; Potency, µM (doses to about 115 µM), without a hit: at the highest dose activity change, negative = inhibition, most hits filed as inhibitors; 91,000 compounds, 0.14% hits; note: nearly all actives have a fitted effect of over 65% in size
AID inh: inhibitors of human activation induced cytidine deaminase. Q9GZX7. AID deamination FRET fluorescence, UDG-coupled, 4 h. Potency, µM (doses to about 115 µM), for inactives: at the highest dose activity change, negative = inhibition, usual class: inhibitors. 91,000 compounds, 0.32% hits; note: nearly all actives have a fitted effect of over 25% in size
Target sequence (Q9GZX7 whole entry, looked up): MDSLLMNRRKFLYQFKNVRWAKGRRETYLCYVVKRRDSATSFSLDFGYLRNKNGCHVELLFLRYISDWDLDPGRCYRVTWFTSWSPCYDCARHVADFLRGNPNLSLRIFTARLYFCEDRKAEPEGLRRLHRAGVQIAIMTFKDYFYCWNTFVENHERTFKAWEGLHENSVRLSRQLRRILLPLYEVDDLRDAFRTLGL
Active calls of the source: *; ? = inconclusive; [ ] = dose if it differs, or a comment. Calls come from the whole dose curve; as a rule, active = well fitted curve in the direction sought with a large enough effect; inconclusive = small, poorly fitted or top-dose-only effect, or another doubt; inactive = no such curve, though single readings can be large; an effect the other way counts as inactive or inconclusive. % is set by controls: 0 for no effect and ±100 for the full control effect; potency is the fitted concentration of half-maximal effect. Not all compounds are listed. The share of hits here may be higher or lower than overall.

Values in the order – UDG counter | AID inh
> COCCCNC(=O)c1sc2nc3n(c(=O)c2c1C)CCC3
  2.2% | 22.6%
> O=C(CSc1nc2ccccc2o1)NC(=O)NC1CCCCC1
  -1.0% | 5.1%
> O=C(O)c1cc2c(Br)cccc2[nH]1
  -0.4% | 3.1%
> O=C(Nc1nnc(S(=O)(=O)N2CCCCCC2)s1)c1ccccc1F
  11.3% | 19.2%
> Cc1cc(N2CCCCC2)nc2ccc(NC(=O)CCC(=O)N3CCN(c4ccccc4)CC3)cc12
  1.9% | 2.9%
> Cc1ccccc1C(=O)NC(c1ccc(Cl)cc1)c1cccnc1 (stereo not given)
  -2.0% | 2.8%
> COc1cc(CNc2ccc(N3CCOCC3)c(C(=O)O)c2)cc(Br)c1OCC(N)=O
  -2.8% | 6.0%
> C=CCNC(=S)Nc1ccccc1F
  0.8% | -2.8%
> COC(=O)c1cc(S(=O)(=O)N2CCN(c3cccc(C)c3)C(C)C2)c[nH]1 (stereo not given)
  0.4% | 11.5%
> O=C(N[C@@H](C(=O)NCc1ccccn1)c1ccccc1)C(c1ccccc1)c1ccccc1
  1.3% | -0.8%
> CCc1ccccc1NC(=O)Cn1c(-c2nonc2N)nc2ccccc21
  1.3%[57.5 µM] | 4.2%
> CCc1ccc2oc(-c3ccc(NC(=O)c4ccc([N+](=O)[O-])o4)cc3)nc2c1
  -7.4% | -2.5%
> O=C(O)CNS(=O)(=O)c1cc(C(F)(F)F)ccc1Cl
  -6.8% | -2.6%
> COc1ccc(C(=O)NCC(c2ccc3c(c2)OCO3)N2CCN(c3ccc(F)cc3)CC2)cc1 (stereo not given)
  -0.8% | 5.7%
> CCOc1ccc(C(CC(=O)Nc2cc(C)c(Cl)cc2OC)N2Cc3ccccc3C2=O)cc1OC (stereo not given)
  3.1% | ?

Next part
Values in the order – UDG counter | AID inh
> CCC(=O)Nc1ccc(Cl)c(NC(=O)c2cccc3c(Br)cccc23)c1
  -6.6% | 7.5%
> Cc1cccc(Cc2cnc(NC(=O)c3cc(=O)c4cc(C)ccc4o3)s2)c1
  8.3% | 6.4%
> CCS(=O)(=O)N1CCc2cc(C(=O)NCc3ccc(C)cc3)ccc21
  1.7% | -6.0%
> COc1ccccc1N1CCN(CCS(C)(=O)=O)CC1
  5.8% | -0.6%
> Cc1c(CC(=O)NCCc2ccccc2F)c(=O)oc2cc(O)c(Cl)cc12
  -4.7% | 3.1%
> CCN1CCN(c2ccc(C(=O)O)cc2NS(=O)(=O)c2ccccc2)CC1
  -3.3% | 5.5%
> CSCCC(NC(=O)c1ccc(-c2ccc(Cl)cc2)s1)C(=O)O (stereo not given)
  -0.3% | -7.7%
> CCCSCCCNC(=O)C1CCCN(c2nn3cc(-c4ccc(OC)cc4)nc3s2)C1 (stereo not given)
  11.3% | -16.9%
> CC(C)(C)c1ccc(C(=O)Nc2ccccc2)cc1Br
  0.2% | -21.8%
> CCOC(=O)c1c(-c2ccc(OC)cc2)oc2ccc(OCc3ccccc3C)cc12
  -4.0% | -13.4%
> O=C(CSc1nc2cc(Cl)ccc2s1)Nc1ccc(C(F)(F)F)cc1
  -6.3% | -10.4%
> CCC(C)NC(=O)c1cc(Sc2cccc(Cl)c2)nc2ccccc12 (stereo not given)
  0.5% | -9.1%
> N#Cc1ccccc1OCC(=O)N1CCN(c2ccccc2F)CC1
  -23.4% | -7.3%
> CC(C)Cn1c(=O)c2sccc2n2c(CCCC(=O)NCCc3ccccc3)nnc12
  1.4% | -4.9%
> COc1ccccc1NC(=O)Nc1nc2cc(C)c(C)cc2s1
  2.7% | -12.0%

Rewritten with each value named: part of the list above.
CCOc1ccc(C(CC(=O)Nc2cc(C)c(Cl)cc2OC)N2Cc3ccccc3C2=O)cc1OC (stereo not given)
  UDG counter = 3.1%; AID inh = ?
CCC(=O)Nc1ccc(Cl)c(NC(=O)c2cccc3c(Br)cccc23)c1
  UDG counter = -6.6%; AID inh = 7.5%
Cc1cccc(Cc2cnc(NC(=O)c3cc(=O)c4cc(C)ccc4o3)s2)c1
  UDG counter = 8.3%; AID inh = 6.4%
CCS(=O)(=O)N1CCc2cc(C(=O)NCc3ccc(C)cc3)ccc21
  UDG counter = 1.7%; AID inh = -6.0%

(continued)
Values in the order – UDG counter | AID inh
> COc1ccc2nc(C(=O)NC(C3CC3)C3CC3)ccc2c1
  -6.0% | -1.4%
> COc1ccc(N2CCN(Cc3nc4c(c(=O)[nH]c(=O)n4C)n3CC(C)C)CC2)cc1
  -10.1%[57.5 µM] | -26.1%
> COCCNC(=S)N/N=C1\C=C(C)CC1
  1.4% | 3.4%
> Cn1c(COc2ccccc2Cl)nnc1SC1CCCCCC1=O (stereo not given)
  4.9% | 1.3%
> CC(C)=NNC(=O)CCC(=O)NN=C(C)C
  -3.5% | 5.2%
> COc1ccc(CCn2cc3c(c2-c2ccc(Br)cc2)c(=O)n(C)c(=O)n3C)cc1OC
  0.9% | -12.6%
> CC(CCc1ccccc1)NC(=O)Cn1c(=O)nc(-c2ccccc2)c2ccccc21 (stereo not given)
  -6.8% | 11.1%
> Cc1ccc(Cl)cc1N1CCN(S(=O)(=O)c2cc3[nH]c(=O)c(=O)[nH]c3cc2C)CC1
  -13.0%[57.5 µM] | -9.9%
> C/C(=N\NC(=O)c1ccc(C(C)(C)C)cc1)c1ccc(C)c(C)c1
  -3.0% | -7.4%
> O=C(NC(c1ccccc1)C1CC1)C1CCCO1 (stereo not given)
  -13.0% | -9.3%
> COc1cccc(N2CC(NC(=O)COc3ccc4ccccc4c3)CC2=O)c1 (stereo not given)
  -3.7% | 3.5%
> COCc1nn2c3c(cnc2c1-c1cccc(Cl)c1)C(=O)CC(c1cccs1)C3 (stereo not given)
  -7.1% | 23.1%
> CCN1CCN(CCCNC(=O)CS(=O)(=O)Cc2nc(-c3ccccc3C)oc2C)CC1
  -2.2% | ?
> COc1ccc(N2CCN(C(=O)c3c(C)oc4ncnc(N5CCCCC5)c34)CC2)cc1
  ? | 14.3%
> CC(Sc1nnc(-c2cccs2)n1-c1ccccc1)C(=O)Nc1ccc2c(c1)OCO2 (stereo not given)
  ? | ?

New compounds follow:
Values in the order – UDG counter | AID inh
> CSc1ccc(NC(=O)/C=C/c2cccs2)cc1
  -6.0% | -6.8%
> Brc1ccc(-c2noc(-c3ccc4c(c3)OCO4)n2)o1
  -0.6% | 22.9%
> CCN(Cc1cc2ccccc2[nH]c1=O)S(=O)(=O)c1ccc(OC)cc1
  -6.5% | -1.0%
> CCCCCCCn1c(CN2CCN(c3ccccc3F)CC2)nc2c1c(=O)n(C)c(=O)n2C
  -2.7% | -12.9%
> Cc1ccc(-c2nc(NC(C)(C)CO)nc3ccccc23)cc1
  -6.7% | -13.5%
> Cc1ccccc1NC(=O)c1cc2c(=O)n3cccc(C)c3nc2n1Cc1ccccc1
  5.8% | -5.7%
> N#Cc1ccc(C(=O)NCCc2cccnc2)cc1
  -9.7% | -0.4%
> COc1ccc(OC)c(NC(=O)c2c(NCc3ccc(C)o3)sc3c2CCC(C)C3)c1 (stereo not given)
  -10.3% | -10.4%
> CCOc1ccc(Nc2nc(N3CCOCC3)c3cnn(C)c3n2)cc1
  -4.8% | -3.4%
> COc1ccc(NC(=O)Cn2cnc3c(nc4n3CCCCC4)c2=O)c(OC)c1
  0.5%[57.5 µM] | -0.6%[57.5 µM]
> O=C(COc1cccc(Br)c1)NCCc1c[nH]c2ccccc12
  -5.1% | -7.2%
> COc1ccc(CCNC(=O)Cc2c(C)c3cc(OC)c(OC)cc3oc2=O)cc1
  ? | -3.9%
> Cn1cnc2c1c(=O)n(CCCSCc1ccccc1Br)c(=O)n2C
  2.0% | -1.5%
> CCCn1c2ccccc2c2cnn(CC(=O)N(C)c3ccccc3CC)c(=O)c21
  -10.5% | ?
> CCOc1ccccc1NC(=O)CCNS(=O)(=O)c1ccc2c(c1)CCN2C(=O)C1CC1
  -6.1% | -1.1%

3 entries from above, as labelled records:
CCN(Cc1cc2ccccc2[nH]c1=O)S(=O)(=O)c1ccc(OC)cc1
  UDG counter: -6.5%
  AID inh: -1.0%

C=CCNC(=S)Nc1ccccc1F
  UDG counter: 0.8%
  AID inh: -2.8%

COc1ccccc1NC(=O)Nc1nc2cc(C)c(C)cc2s1
  UDG counter: 2.7%
  AID inh: -12.0%

New compounds follow:
Values in the order – UDG counter | AID inh
> COC(=O)c1c(-c2ccc(Cl)cc2)noc1N1CCN(c2ccc(F)cc2)CC1
  4.0% | 1.6%
> CC(NC(=O)/C=C/c1ccsc1)C1CCCO1 (stereo not given)
  2.1% | 4.5%
> c1ccc(C2=Nn3c(nnc3-c3cnccn3)SC2)cc1
  -12.1% | 8.0%
> CCOC(=O)c1c(NC(=O)c2cc3nc(-c4ccc(OC)cc4)cc(C(F)(F)F)n3n2)sc(C)c1C
  5.4% | 0.8%
> O=C(O)c1occc1-c1cccs1
  -5.6% | 7.7%
> Cc1ccc(Nc2nc(-c3ccc([N+](=O)[O-])cc3)nc3ccccc23)cc1
  -3.7% | -8.2%
> COc1ccc(NC(=O)c2nc3nc(C)cc(C(F)F)n3n2)c(C)c1
  -8.8% | 22.4%
> Cc1ccc(-n2nnnc2CNC(=O)C(C)C)cc1C
  1.7% | -5.6%
> Cc1cc(C)c2c(c1)C(=O)C(=O)N2CCOc1ccccc1
  -0.1% | ?
> CC(C)C(=O)NC(C)c1ccc(Cl)cc1Cl (stereo not given)
  -0.4% | -2.4%
> CCOC(=O)c1[nH]c(C)c(CCC(=O)Nc2ccc(C)cc2Cl)c1C
  11.9% | -2.7%
> CCc1ccc2oc(-c3cc(N)cc(C)c3O)nc2c1
  28.2% | -5.3%
> Cc1cc2occ(CC(=O)Nc3cccc(S(=O)(=O)N4CCOCC4)c3)c2cc1C(C)C
  -10.1% | -23.5%
> COc1ccc(-c2nnn3c2nc(NCCc2ccc(OC)c(OC)c2)c2ccccc23)cc1
  -3.5% | 53.1%[activator]
> C#CCNC(=O)NC(CCC)c1ccccc1 (stereo not given)
  -4.4% | -1.1%

The listing continues.
| structure | UDG counter | AID inh |
| --- | --- | --- |
| COc1ccc(OC)c(NS(=O)(=O)c2cc3c(cc2Cl)N(C(C)=O)CCO3)c1 | -6.5% | 21.8% |
| COc1ccc(C(=O)c2cn(Cc3ccccc3OC)c3cc4c(cc3c2=O)OCO4)cc1 | 1.1% | 3.0% |
| O=C(NCc1cnn(-c2ccccc2)c1)C1CCN(S(=O)(=O)c2ccccc2C(F)(F)F)CC1 | 0.7% | 4.1% |
| CNS(=O)(=O)c1cn(CC(=O)Nc2cccc(OC)c2)cc1S(=O)(=O)NC | -0.5% | 8.4% |
| Cc1ccc(C)c(/C=C2\CCc3ccccc3C2=O)c1 | -11.2% | -5.4% |
| COc1ccc(-c2nc3c(c(SCC(=O)Nc4ccccc4F)n2)Cc2cc(C)ccc2O3)cc1 | -6.0% | 3.5% |
| COc1ccccc1NC(=O)c1c(C)cc(C)nc1SCC(=O)NC1CCCCC1 | -1.1% | -4.8% |
| COc1ccc(OC)c(-c2cc(C(=O)O)c3ccc(C)c(C)c3n2)c1 | 1.7% | -8.9% |
| OCCc1cnccn1 | -6.2% | -7.1% |
| CCC(C)NC(=O)CCC(=O)NNc1nc2ccccc2c2nc(C)nn12 (stereo not given) | 8.9% | 28.2% |
| Cc1ccc(-c2cc(C(=O)N(C)C)c3ccccc3n2)c(C)c1 | 5.4% | 1.8% |
| CC1CCN(S(=O)(=O)c2ccc3c(ccc(=O)n3CC(=O)NCc3ccccc3)c2)CC1 | -2.0% | ? |
| NCCCN1CCN(CCCN)CC1 | -14.3% | 43.9%[activator] |
| C/C(=N/OC(=O)c1ccc(-c2cc(Cl)ccc2Cl)o1)c1ccccc1 | -9.0% | -7.5% |
| Cc1ccccc1Cn1c(=O)n(CCc2ccccc2)c(=O)c2c(C)c(C)sc21 | ? | -3.9% |
| CN1C(C(=O)Nc2ccc(OC(F)(F)F)cc2)=CC(c2ccc3c(c2)OCO3)=NS1(=O)=O | 7.9% | 19.8% |
| COc1cccc(-c2cc(C(=O)NCc3ccccc3)no2)c1 | 83.8%[activator] | 3.4% |
| Cc1ccc(NC(=O)CCn2cccn2)cc1Cl | 1.4% | 4.8% |
| CC(=O)c1c(SCC(=O)Nc2ccc(F)c(F)c2)nc(=O)[nH]c1C | -3.1% | 5.2% |
| CCCCCC/C(=N\NC(N)=O)c1ccccc1 | -0.9% | -5.4% |

(listing goes on)
| structure | UDG counter | AID inh |
| --- | --- | --- |
| COc1ccc(CNC(=O)c2ccc3c(c2)NC(=O)CS3)cc1OC | -7.7% | -5.5% |
| O=C(CCCn1c(=O)[nH]c2ccccc2c1=O)NCc1ccccc1Cl | -5.2% | 3.2% |
| Cc1cc(C)cc(NC(=O)CSCc2cc(=O)c3ccc(C)c(C)c3[nH]2)c1 | -9.5%[57.5 µM] | 5.5% |
| CC(C)OCCCNC(=O)Cn1ccc2cc(S(=O)(=O)N3CCCCCC3)ccc21 | -16.0% | -1.6% |
| COc1ccc(/C=C(/C#N)c2nc3ccccc3[nH]2)cc1OC(F)F | -10.5% | 14.1% |
| O=C(NCc1cccc(F)c1)C1=Cc2cc(Br)ccc2OC1 | -5.6% | -22.5% |
| O=C(NC1CCCC1)C1(c2cccc(Cl)c2)CCC1 | 0.8% | -9.8% |
| Cc1nn(C)c(C)c1CC(=O)N1CCN(S(=O)(=O)c2c(C)c(C)c(C)c(C)c2C)CC1 | 4.4% | -12.5% |
| COC(=O)c1ccc(NC(=O)c2nc(-c3ccc(Cl)cc3)n3c2CCCCC3)cc1 | -20.9% | ? |
